High-throughput results: PubChem, The Scripps Research Institute Molecular Screening Center
PAFAH1B2 inh: inhibitors of human PAFAH1B2; P68402; recombinant PAFAH1B2, FP-rhodamine activity probe, fluorescence polarization; inhibition, % at 3.39 µM; actives 1.2% (n = 340,000);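 active = inhibition above the mean of all tested compounds plus 3 SD, cut at about 24% in these data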;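 note: 0% = enzyme with DMSO and 100% = wells lacking PAFAH1B2; many of its hits are not listed in these tables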
PAD4 FP inh: inhibitors of human PAD4; Q9UM07; inhibition, % at 6.36 µM; AID 485272; recombinant PAD4, RCA probe fluorescence polarization; actives 0.41% (n = 330,000);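 active = percent inhibition above a cutoff equal to the mean of all tested compounds plus 3 SD, cut at about 15% in these data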;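 note: 0% = PAD4 with RCA probe and DMSO and 100% = probe without PAD4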
pPAFAH inh: pPAFAH (human) enzyme inhibition; recombinant pPAFAH, FP-rhodamine probe fluorescence polarization; Q13093; actives 1.5% (n = 330,000); inhibition, % at 3.39 µM;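 active = inhibition above the mean inhibition across the screen plus 3 SD, cut at about 25% in these data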;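 note: inhibitors block binding of the rhodamine activity-based probe so polarization drops; 0% = enzyme with DMSO and 100% = wells lacking pPAFAH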
Target sequence (Q13093 whole entry, looked up): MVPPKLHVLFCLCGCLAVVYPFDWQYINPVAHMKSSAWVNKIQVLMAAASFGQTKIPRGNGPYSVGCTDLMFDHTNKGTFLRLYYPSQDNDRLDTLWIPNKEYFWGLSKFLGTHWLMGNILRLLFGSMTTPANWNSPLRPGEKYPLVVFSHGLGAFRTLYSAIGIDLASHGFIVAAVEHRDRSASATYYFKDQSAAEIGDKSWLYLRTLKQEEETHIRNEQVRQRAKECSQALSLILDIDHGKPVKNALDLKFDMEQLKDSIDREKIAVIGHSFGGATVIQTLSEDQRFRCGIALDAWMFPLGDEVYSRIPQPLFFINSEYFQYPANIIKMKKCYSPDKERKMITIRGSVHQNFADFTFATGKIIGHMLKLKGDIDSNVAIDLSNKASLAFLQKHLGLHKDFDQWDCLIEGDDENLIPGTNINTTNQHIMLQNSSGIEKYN
PAFAH2 inh: PAFAH2 (human) inhibition | Q99487 | recombinant PAFAH2, FP-rhodamine activity probe, fluorescence polarization | inhibition, % at 3.39 µM | actives 0.99% (n = 340,000) | AID 492956;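 active = inhibition above the mean over all tested compounds plus 3 SD, cut at about 30% in these data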;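 note: inhibitors block probe labeling of enzyme so polarization drops; 0% = enzyme with DMSO and 100% = wells lacking PAFAH2 protein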
LYPLA1 inh: blocks human lysophospholipase 1, a PME1 counter-screen; recombinant LYPLA1, FP-Rh probe fluorescence polarization; O75608; inhibition, % at 5.9 µM; actives 0.16% (n = 320,000);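 active = inhibition above the mean of all tested compounds plus 3 SD, set per campaign, cut at about 14% in these data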;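 note: inhibitors block serine hydrolase probe labeling of LYPLA1 so polarization falls; 0% = enzyme with DMSO and 100% = wells lacking LYPLA1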
PME-1 inh: PME-1 (human) inhibition. inhibition, % at 5.9 µM. AID 2130. recombinant PME-1, FP-Rh probe fluorescence polarization. Q9Y570. actives 0.53% (n = 320,000);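 active = inhibition above the campaign mean of all compounds plus 3 SD, cut at about 26% in these data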;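 note: competitive labeling of PME-1 active site by serine hydrolase directed probe; 0% = PME-1 with DMSO and 100% = wells lacking PME-1 enzyme; inhibitors block probe labeling so polarization falls and inhibition rises; many of its hits are not listed in these tables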
Fam108B inh: blocks mouse Fam108B hydrolase in RBBP9 counter-screen; recombinant Fam108B, FP-Rh probe fluorescence polarization; inhibition, % at 9.51 µM; actives 0.33% (n = 300,000);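 active = inhibition above the screen mean inhibition plus 3 SD, computed separately per campaign, cut at about 18% in these data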;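 note: inhibitors lower polarization as less probe binds the enzyme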
PAFAH1B3 inh: blocks human PAF acetylhydrolase 1B catalytic subunit 3; Q15102; recombinant PAFAH1B3, FP-rhodamine probe, fluorescence polarization; inhibition, % at 3.39 µM; actives 0.28% (n = 340,000);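 active = inhibition above the screen-wide average of all tested compounds plus 3 SD, cut at about 25% in these data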;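 note: 0% = enzyme with DMSO only and 100% = wells lacking PAFAH1B3 protein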
GSTO1 inh: counter-screen for RBBP9 inhibitors: inhibitors of human GSTO1; AID 1974; actives 1.1% (n = 300,000); recombinant GSTO1, activity-based probe fluorescence polarization; P78417; inhibition, % at 5.96 µM;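 active = inhibition above the campaign mean inhibition plus 3 SD, cut at about 35% in these data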;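 note: 0% = GSTO1-1 with DMSO and 100% = wells lacking GSTO1-1 enzyme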
Target sequence (P78417 whole entry, looked up): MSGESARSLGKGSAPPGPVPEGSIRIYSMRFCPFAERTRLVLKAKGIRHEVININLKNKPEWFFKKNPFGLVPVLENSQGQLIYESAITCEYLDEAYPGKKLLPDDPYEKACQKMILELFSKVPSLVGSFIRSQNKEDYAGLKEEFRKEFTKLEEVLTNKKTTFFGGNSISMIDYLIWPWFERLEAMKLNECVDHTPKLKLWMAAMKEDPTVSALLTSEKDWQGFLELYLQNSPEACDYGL
* hit, by the source's call; . = not tested or not shown. Only part of the results is shown; count on the stated rates, not on these rows.

No. | SMILES | Fam108B inh | LYPLA1 inh | PAFAH2 inh | PAFAH1B3 inh | PAFAH1B2 inh | PME-1 inh | PAD4 FP inh | GSTO1 inh | pPAFAH inh
1 | CCOC(=O)c1c(C)nn(-c2ncccc2NC(=O)CCC(=O)O)c1C | -0.5 | 0.3 | . | . | . | -5.4 | -2.4 | 2.0 | -1.9
2 | COc1cccc(-n2c(CCn3nc(C)c([N+](=O)[O-])c3C)n[nH]c2=S)c1 | 2.7 | -3.5 | -4.5 | 9.1 | 1.9 | 1.5 | 9.4 | -2.3 | -0.2
3 | CCN1C(=O)[C@H]2[C@@H](c3ccc(-c4ccc5c(c4)OCO5)c(OC)c3)N[C@@](C)(C(=O)OC)[C@H]2C1=O | . | . | -3.5 | -3.7 | 0.1 | . | -1.1 | . | 4.0
4 | Cc1cccc(CN2CCC(CNC(=O)CCNC(=O)Cn3ccc4ccccc4c3=O)CC2)c1 | 11.3 | 1.8 | -4.3 | -2.2 | -3.8 | 10.4 | 3.3 | 3.1 | 4.7
5 | Cc1ccc(NC(=O)c2cccc(NC3=NC4CS(=O)(=O)CC4S3)c2)cc1 (centres undefined) | -2.5 | -4.2 | 2.8 | 9.7 | -1.6 | -4.5 | 0.2 | 0.3 | 1.7
6 | COC(C[C@H](O)CC(=O)[C@@H](C)OCc1ccccc1)OC | 0.6 | 1.6 | -2.4 | 2.9 | 1.8 | 1.9 | -1.9 | 4.8 | 6.4
7 | COc1cccc(NS(=O)(=O)c2ccc3c(c2)CCCN3C(C)=O)c1 | 0.1 | 1.3 | 6.2 | 1.1 | 0.8 | -1.6 | 1.8 | -3.9 | 8.0
8 | CC(C)(C)c1ccc(NC(=O)COC(=O)C2(C)CC2(Cl)Cl)cc1 (centres undefined) | -2.8 | -3.8 | 2.7 | -0.6 | 2.9 | -1.3 | 0.8 | -3.2 | 4.6
9 | C=CCNC(=S)NNC(=O)COc1ccc(Cl)cc1Cl | -4.5 | -1.1 | 0.9 | 7.9 | 3.1 | -2.7 | -8.5 | 0.7 | 0.4
10 | C=CCc1ccc(OCCOc2cccc3ccc(C)nc23)c(OC)c1 | 4.5 | 0.0 | 0.5 | 1.9 | 3.5 | 3.5 | -4.5 | -2.1 | -4.2
11 | CC(=O)c1ccc(N2CCN(C(=O)c3ccc4ccccc4n3)CC2)cc1 | 2.4 | -0.6 | 3.9 | -3.3 | -1.1 | -2.2 | -3.2 | 2.7 | 4.5
12 | C=CCOc1ccc(/C=N/O)cc1Cl | 2.4 | 2.2 | -2.0 | -3.9 | 4.0 | -2.1 | -5.7 | 3.1 | 0.5
13 | O=C(CCCn1c(SCc2cc(=O)n3ccccc3n2)nc2ccccc2c1=O)NCC1CCCO1 (centres undefined) | -1.6 | 0.9 | -0.9 | 9.5 | 1.4 | -4.8 | 1.9 | 2.4 | 0.0
14 | Nc1ccc(Sc2cnn(-c3ccccc3)c(=O)c2Cl)cc1 | -1.4 | 0.6 | 4.0 | 1.7 | 4.8 | -0.4 | 2.5 | -1.5 | 3.8
15 | COc1ccc(NC(=O)C2CCC(=O)N2S(=O)(=O)c2ccc(C)cc2)cc1Cl (centres undefined) | -0.6 | -5.0 | -15.4 | -5.2 | -2.1 | -6.8 | 0.2 | 2.0 | -8.3
16 | CC1(C)C(=O)C2(C(=O)NCc3ccccc3)CCC1C2 (centres undefined) | 3.0 | 1.6 | 2.5 | 3.3 | 5.7 | 4.8 | 4.0 | 7.7 | 2.7
17 | O=C(CCOc1ccccc1)Nc1cccc([N+](=O)[O-])c1 | -0.8 | -2.6 | 2.3 | 4.1 | -1.5 | -2.2 | -3.2 | -1.8 | -0.7
18 | COc1cc(C(=O)NCCc2cn3ccccc3n2)cc(OC)c1OC | -3.2 | 1.8 | -1.4 | -1.3 | 2.0 | 1.2 | -2.6 | 0.9 | 5.7
19 | c1ccc(Cn2ncc3c(N4CCCCC4)ncnc32)cc1 | 2.5 | -0.1 | 0.8 | 2.8 | 6.0 | -4.3 | 7.5 | 10.2 | -0.1
20 | O=C(Cc1ccc(Cl)cc1)NCCc1ccc(F)cc1 | -0.6 | -0.9 | . | . | . | 2.9 | 3.4 | 11.3 | -5.7
21 | CN(C)C1=NCC(CSC(=N)N)S1 (centres undefined) | -0.7 | -0.7 | -2.2 | 4.4 | -5.2 | -2.1 | 2.5 | 5.2 | -1.7
22 | O=C(Cc1cccs1)Nc1ccccc1F | 4.4 | 0.2 | 3.0 | 1.3 | 3.5 | -5.6 | -4.7 | 8.0 | -1.8
23 | COc1ccccc1N(C(=O)NCc1ccccc1)C1=NCC(C)S1 (centres undefined) | -4.1 | -5.9 | 3.4 | 3.5 | 8.4 | 1.3 | 0.2 | -6.0 | 8.7
24 | COC(=O)C1=C(C(=O)OC)C(c2cc([N+](=O)[O-])ccc2O)c2sc(=O)[nH]c2S1 (centres undefined) | 6.7 | 2.6 | 11.7 | 5.4 | 0.6 | -2.9 | 6.9 | 2.7 | 5.0
25 | CC(=O)/C=C1\N(C)c2ccc(C)cc2C1(C)C | -22.6 | -9.9 | -18.5 | -18.4 | -17.1 | -23.5 | -80.4 | -26.3 | -5.6
26 | COc1ccc(NC(=O)CSc2nc(C)cs2)cc1OC | 1.6 | 0.4 | 1.3 | -0.7 | 2.1 | -0.6 | 1.8 | 5.4 | 2.2
27 | O=C(Nc1nc(-c2ccc(S(=O)(=O)N3CCCC3)cc2)cs1)C1COc2ccccc2O1 (centres undefined) | -43.6 | -37.6 | -52.1 | -28.4 | -16.1 | -51.9 | -0.6 | -28.6 | -16.7
28 | CC(=O)Nc1c(O)[nH]c2ccccc12 | -2.3 | -0.7 | -4.0 | -1.3 | 5.4 | -5.5 | 0.3 | -3.4 | 3.4

Of the compounds above, these have an aryl methoxy group:
No. | SMILES | Fam108B inh | LYPLA1 inh | PAFAH2 inh | PAFAH1B3 inh | PAFAH1B2 inh | PME-1 inh | PAD4 FP inh | GSTO1 inh | pPAFAH inh
2 | COc1cccc(-n2c(CCn3nc(C)c([N+](=O)[O-])c3C)n[nH]c2=S)c1 | 2.7 | -3.5 | -4.5 | 9.1 | 1.9 | 1.5 | 9.4 | -2.3 | -0.2
3 | CCN1C(=O)[C@H]2[C@@H](c3ccc(-c4ccc5c(c4)OCO5)c(OC)c3)N[C@@](C)(C(=O)OC)[C@H]2C1=O | . | . | -3.5 | -3.7 | 0.1 | . | -1.1 | . | 4.0
7 | COc1cccc(NS(=O)(=O)c2ccc3c(c2)CCCN3C(C)=O)c1 | 0.1 | 1.3 | 6.2 | 1.1 | 0.8 | -1.6 | 1.8 | -3.9 | 8.0
10 | C=CCc1ccc(OCCOc2cccc3ccc(C)nc23)c(OC)c1 | 4.5 | 0.0 | 0.5 | 1.9 | 3.5 | 3.5 | -4.5 | -2.1 | -4.2
15 | COc1ccc(NC(=O)C2CCC(=O)N2S(=O)(=O)c2ccc(C)cc2)cc1Cl (centres undefined) | -0.6 | -5.0 | -15.4 | -5.2 | -2.1 | -6.8 | 0.2 | 2.0 | -8.3
18 | COc1cc(C(=O)NCCc2cn3ccccc3n2)cc(OC)c1OC | -3.2 | 1.8 | -1.4 | -1.3 | 2.0 | 1.2 | -2.6 | 0.9 | 5.7
23 | COc1ccccc1N(C(=O)NCc1ccccc1)C1=NCC(C)S1 (centres undefined) | -4.1 | -5.9 | 3.4 | 3.5 | 8.4 | 1.3 | 0.2 | -6.0 | 8.7
26 | COc1ccc(NC(=O)CSc2nc(C)cs2)cc1OC | 1.6 | 0.4 | 1.3 | -0.7 | 2.1 | -0.6 | 1.8 | 5.4 | 2.2
